Assay outcomes: PubChem BioAssay, National Center for Advancing Translational Sciences (NCATS)
HP1b binding inh = blocks HP1-beta chromodomain binding to methylated histone tails | Potency, µM (titrated, usually from 114 µM), inactives show top-dose activity change, negative = inhibition, most hits filed as inhibitors | 390,000 compounds, 0.56% hits | AlphaScreen HP1-beta / biotin-H3K9me3 peptide binding | P83916; also: potency is read from the fitted curve at half-maximal effect; nearly all actives have a fitted effect of over 70% in size; inactives centre near 23
Target sequence (P83916 whole entry, looked up): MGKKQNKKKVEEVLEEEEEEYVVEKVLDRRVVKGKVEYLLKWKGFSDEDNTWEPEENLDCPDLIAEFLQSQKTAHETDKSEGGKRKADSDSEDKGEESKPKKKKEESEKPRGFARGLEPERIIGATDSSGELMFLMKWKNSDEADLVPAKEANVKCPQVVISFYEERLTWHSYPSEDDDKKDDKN
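Compound inhibition of the preformed complex between 50 nM HP1-beta and 50 nM biotinylated H3K9me3 peptide was read by AlphaScreen. Buffer was PBS pH 7.4 with 0.01% Tween-20. Incubations ran 30 min at room temperature, with 10 ug/mL donor/acceptor beads.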
BAZ2B block = inhibitors of human BAZ2B bromodomain; 360,000 compounds, 4.4% hits; Potency, µM (doses to about 114 µM), inactives show at the highest dose activity change, negative = inhibition, usual class: inhibitors; AlphaScreen BAZ2B-H3K14Ac peptide displacement; Q9UIF8; AID 504333; also: potency is read from the fitted curve at half-maximal effect; % is scaled to controls: 0 for no effect and ±100 for the full control effect; nearly all actives have a fitted effect of over 60% in size
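In this displacement format the biotinylated H3(5-23) peptide acetylated at Lys14 serves as ligand at 50 nM, with BAZ2B at 50 nM in PBS pH 7.4 containing 0.01% Tween-20. Donor and acceptor beads are 10 ug/mL final.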
G9a inh = blocks human histone lysine methyltransferase G9a; Q96KQ7; G9a H3K9 monomethylation, AlphaScreen, 2 h; Potency, µM (doses to about 102 µM), without a hit: at the highest dose activity, negative = inhibition, most hits filed as inhibitors; 350,000 compounds, 8.8% hits; AID 504332; also: potency is read from the fitted curve at half-maximal effect; % is scaled to controls: 0 for no effect and ±100 for the full control effect; nearly all actives have a fitted effect of over 75% in size
Target sequence (Q96KQ7 913-1193 limits assumed): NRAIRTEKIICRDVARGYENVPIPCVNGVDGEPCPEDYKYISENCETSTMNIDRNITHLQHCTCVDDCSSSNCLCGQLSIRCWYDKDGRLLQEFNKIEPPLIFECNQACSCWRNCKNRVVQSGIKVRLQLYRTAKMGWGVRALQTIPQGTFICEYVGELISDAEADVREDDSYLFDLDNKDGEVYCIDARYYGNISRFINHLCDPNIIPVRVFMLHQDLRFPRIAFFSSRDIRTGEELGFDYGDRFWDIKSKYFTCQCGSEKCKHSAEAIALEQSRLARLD
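Chemiluminescent proximity detection of H3K9 monomethylation, read after 10 min bead incubation in the dark. Reaction: 20 nM G9a, 500 nM biotin-H3K9 peptide, 20 uM SAM cofactor, 2 h, room temperature, following 15 min enzyme-compound preincubation.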
Pin1 inh = inhibitors of human Pin1; Q13526; Pin1 FP peptide displacement, HiFluor488, 10 min; Potency, µM (doses to about 115 µM), inactives show at the highest dose activity, negative = inhibition, most hits filed as inhibitors; 390,000 compounds, 0.009% hits; active = well fitted inhibition curve with a large enough effect in the polarisation, with a control signal flat, not every such curve was filed as active; inconclusive = small, poorly fitted or top-dose-only effect, or effect the other way, or a change in a side signal; inactive = no such curve, though single readings can be large or run the other way; the % refers to the polarisation; also: potency is read from the fitted curve at half-maximal effect; % is scaled to controls: 0 for no effect and ±100 for the full control effect
Target sequence (Q13526 whole entry, looked up): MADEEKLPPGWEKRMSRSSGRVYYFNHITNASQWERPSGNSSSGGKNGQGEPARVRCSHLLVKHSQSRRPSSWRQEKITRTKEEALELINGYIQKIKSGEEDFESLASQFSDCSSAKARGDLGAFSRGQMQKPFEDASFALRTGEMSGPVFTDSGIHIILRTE
GLS inhibitor = inhibitors of human glutaminase (GLS). O94925. GLS enzymatic activity, qHTS titration. Potency, µM (top dose mostly 45.5 µM), for inactives: at the top dose activity change, negative = inhibition, most hits filed as inhibitors. 410,000 compounds, 0.21% hits; also: potency is read from the fitted curve at half-maximal effect; % is scaled to controls: 0 for no effect and ±100 for the full control effect
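Two-point fluorescence kinetic (t0, 30 min RT) for hKGA; glutamate detected via glutamate oxidase–HRP–Amplex Red. Substrate: 1 mM L-glutamine solution; buffer 45 mM KH2PO4, pH 8.2.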
PI4K2A block = blocks human PI4K2A kinase activity. 420,000 compounds, 0.13% hits. Q9BTU6. purified PI4K2A, ADP-Glo luminescence, 1 h; hits give low values. activity change, negative = inhibition, % at 76.9 µM; in the data active = activity change below about -50%; inconclusive = mostly about -30% to -49%;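 also: -100% = wells without enzyme as full effect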
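Compounds are screened against recombinant PI4K2A using PI as substrate and ATP, the latter dispensed at 300 microM. Reactions run one hour at ambient temperature before ADP-Glo detection; full inhibition defined by wells lacking enzyme.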
PGK inhibitor = blocks T. brucei phosphoglycerate kinase. PGK/GAPDH coupled, Kinase-Glo luminescence, 60 min. AID 602233. 380,000 compounds, 0.043% hits. Potency, µM (titrated, usually from 57.5 µM), for the others: top-dose activity change, negative = inhibition, hits mostly inhibitors; also: potency is read from the fitted curve at half-maximal effect; % is scaled to controls: 0 for no effect and ±100 for the full control effect; nearly all actives have a fitted effect of over 60% in size
Target sequence (P07378 whole entry, looked up): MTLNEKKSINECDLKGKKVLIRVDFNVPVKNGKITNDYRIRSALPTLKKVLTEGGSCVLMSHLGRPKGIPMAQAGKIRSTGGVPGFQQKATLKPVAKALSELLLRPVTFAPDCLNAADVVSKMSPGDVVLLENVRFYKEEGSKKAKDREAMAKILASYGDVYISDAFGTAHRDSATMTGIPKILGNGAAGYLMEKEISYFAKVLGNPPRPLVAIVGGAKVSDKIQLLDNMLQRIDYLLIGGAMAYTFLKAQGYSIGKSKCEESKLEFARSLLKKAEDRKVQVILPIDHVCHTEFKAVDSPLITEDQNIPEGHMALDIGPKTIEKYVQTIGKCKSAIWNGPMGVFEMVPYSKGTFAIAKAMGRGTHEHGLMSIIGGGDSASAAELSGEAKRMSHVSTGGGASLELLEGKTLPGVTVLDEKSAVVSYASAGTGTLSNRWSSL
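Recombinant glycosomal PGK reaction used 1,3-bisphosphoglycerate generated in-well by GAPDH (100nM final) in 100mM TEA pH 7.6, 5mM MgCl2, 0.01% Tween-20. After 60 minutes at room temperature, ATP was read by Kinase-Glo Plus luminescence end-point.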
POLH inh = DNA polymerase eta (human) inhibition | Q9Y253 | recombinant Pol eta, fluorescent DNA replication assay | Potency, µM (top dose mostly 114 µM), for the others: at the highest dose activity change, negative = inhibition, most hits filed as inhibitors | 390,000 compounds, 1.2% hits | AID 588591; also: potency is read from the fitted curve at half-maximal effect; % is scaled to controls: 0 for no effect and ±100 for the full control effect
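Pol eta at 10 nM preincubated with compounds 15 min at room temperature; reaction started with fluorescent substrate (50 nM final) and read kinetically at 0 and 10 min.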
JMJD2A Tudor = JMJD2A Tudor domain (human) inhibition | O75164 | AlphaScreen JMJD2A-Tudor / H3K4me3 peptide binding | Potency, µM (titrated, usually from 114 µM), for the others: at the top dose activity change, negative = inhibition, most hits filed as inhibitors | 390,000 compounds, 4.4% hits | AID 504339; also: potency is read from the fitted curve at half-maximal effect; % is scaled to controls: 0 for no effect and ±100 for the full control effect; nearly all actives have a fitted effect of over 50% in size
* marks the source's active call; other numbers are inactive results; i = inactive; ? = inconclusive; / = not tested or not shown; [ ] = dose if it differs, or a comment. Unless noted, calls follow the shape of the dose curve; as a rule, active = well fitted curve in the direction sought with a large enough effect; inconclusive = small, poorly fitted or top-dose-only effect, or another doubt; inactive = no such curve, though single readings can be large; an effect the other way counts as inactive or inconclusive. Not all compounds are listed, so the mix of outcomes need not match the whole.

Molecule | JMJD2A Tudor | PGK inhibitor | POLH inh | G9a inh | BAZ2B block | PI4K2A block | HP1b binding inh | Pin1 inh | GLS inhibitor
COc1cccc(N2CC(NC(=O)Cc3cccs3)CC2=O)c1 (centres undefined) | -19% | i | 3% | -1%[59 µM] | 0% | 1 | 7% | -8% | -7%
O=C(Nc1ccc(F)cc1F)c1cnn(-c2ccc(F)cc2)c1-n1cccc1 | 11% | -3% | -6% | -4%[59 µM] | 1% | -4 | 47% | 2% | 0%
CC1CCCCN1C(=O)/C(=C\c1ccccc1)c1ccccc1 (centres undefined) | -9% | -10% | -3% | -7% | 4% | 7 | 19% | 0% | 2%
CCOC(=O)c1c(NC(C)=O)sc2c(OCC(O)CNC(C)(C)C)c(Br)ccc12 (centres undefined) | ? | / | -18% | / | -12% | 0 | 15% | 0% | -15%
CCOc1ccc(CC(=O)Nc2ccc3nc(N4CCCCC4)cc(C)c3c2)cc1OCC | -22% | -3% | -9% | -12%[59 µM] | -10% | -2 | 22% | ? | 1%
O=C(CSc1ccc2c(c1)OCCO2)NCCN1C(=O)CSC1=O | -1% | -2% | -9% | -12%[59 µM] | 4% | 0 | 17% | 4% | 17%
O=C(O)c1ccc(CNC(=S)Nc2ccccc2)cc1 | 3% | -14% | -11% | -46% | -18% | 2 | 45%[activator] | 1% | -5%
Cc1c(NC(=O)C(C)OC(=O)[C@@H](NC(=O)c2ccccc2)C(C)C)c(=O)n(-c2ccccc2)n1C (some centres undefined) | -10% | 2% | -8% | 17% | 10%[57.1 µM] | 3 | 28% | 0% | 6%
CC(C)c1nnc(SCC(=O)N2CCc3ccccc32)n1C | -18% | 1% | -9% | 14%[59 µM] | -4% | 5 | 9% | -3% | 4%
Cc1ccccc1CN1CCCC(C(=O)Nc2ccccc2Oc2cccnc2)C1 (centres undefined) | -19% | -9% | -10% | -1% | -33% | -2 | 11% | 1% | 0%
COc1ccc(OCc2nnc(SCC(=O)O)n2N)cc1 | -9%[57.1 µM] | -1% | 2% | ? | -8% | 2 | 28% | -1% | -8%
O=C(Nc1cc(S(=O)(=O)N2CCCC2)ccc1Cl)c1ccncc1 | -2% | 9% | 2% | / | / | 2 | 18% | -2% | -1%
O=C(OCc1ccccc1)C1=[N+]([O-])OC(C(=O)OCc2ccccc2)C1c1c[nH]c2ccccc12 (centres undefined) | -29% | 6% | -11% | ? | ? | -4 | -6% | -1% | 12%
CCc1cc(=O)oc2c(C)c(OCC(=O)N3CCCc4ccccc43)ccc12 | -7%[11.4 µM] | -6% | -4% | 8%[12.7 µM] | 1% | -6 | -11% | ? | -1%
O=C(CCc1ccccc1)NCc1ccccn1 | -3% | 13% | -13% | 48%[activator][59 µM] | 14% | 2 | 43% | -5% | 0%
COc1cccc(-n2c(C)nc3c(cnn3-c3ccc(C)c(C)c3)c2=O)c1 | -6% | -3% | -8% | 2%[59 µM] | / | -9 | 27% | 7% | 8%
CC(=O)Nc1ccc(S(=O)(=O)N(C)CC(=O)OCC(=O)N2CC(C)OC(C)C2)cc1 (centres undefined) | -6% | 6% | -3% | 30%[12.7 µM] | 26% | 2 | 3% | -12% | -1%
COC(=O)c1cc2oc3ccccc3c2n1CC(=O)Nc1ccc(OC)c(OC)c1 | -18% | i | -13% | 2%[59 µM] | -1% | 2 | 32% | 8% | -18%
O=C(CSc1nnc(CNC(=O)c2ccco2)o1)Nc1ccc(OC(F)(F)F)cc1 | 10% | -4% | -12% | 16% | -1% | -7 | 87%[activator] | 1% | -5%
Cc1cccc(C(=O)NCC(c2cccs2)S(=O)(=O)c2cccs2)c1 (centres undefined) | -2% | -7% | -22% | 1%[59 µM] | 4% | 4 | 55%[activator] | 4% | -11%
CC(C)CCNCC(=O)NC(c1ccccc1)c1ccccc1 | 32µM* | -3% | -15% | 5.6µM* | 56µM* | 0 | 13% | -9% | -4%
CC[C@]12c3[nH]c4cc(CCC(=O)N(C)C)ccc4c3CCN1C(=O)[C@@H](CC(=O)NCCc1ccccn1)C[C@@H]2C(=O)N1CCN(C(=O)c2ccco2)CC1 | -2% | -4% | -12% | / | / | 2 | 63%[activator] | 5% | -7%
COc1cc(CC(=O)OCC(=O)NC2CCCCCC2)cc(OC)c1OC | -16% | i | 4% | / | / | 1 | 16% | -4% | 3%
CCOC(=O)N1CCN(C(=O)CSc2nnc(COc3ccc(Cl)cc3)o2)CC1 | -11% | -4% | -7% | 30%[59 µM] | -6% | -7 | 56%[activator] | -4% | 0%
O=C(Cc1ccc(Cl)cc1)NNC(=S)NC(=O)c1cccs1 | -23% | -1% | -7% | 35µM* | -12% | 0 | 2% | -3% | 5%
Cc1ccc(NC(=O)CNC(=O)c2ccc(Br)o2)nc1 | -2% | -8% | ? | 9% | 8% | 1 | 22% | 2% | -4%
CC(C)c1ccccc1NC(=O)COC(=O)c1cccnc1 | -8% | -5% | -10% | 19% | -16% | 5 | 38% | -4% | 1%
CC(=O)N/C(=C\c1ccccc1)C(=O)OCC(=O)N(CC(C)C)c1c(N)n(Cc2ccccc2)c(=O)[nH]c1=O | -16% | 5% | -2% | 4%[0.501 µM] | 3% | -19 | 4% | 4% | 4%
COC(=O)C1CCCN1C(=O)C12CC3CC(CC(C3)C1)C2 (centres undefined) | -13% | 0% | 3% | 13% | -18% | 0 | 42%[activator] | 3% | 0%
CCCN(CCC)C(=O)c1ccc2nc(-c3ccc(OC)c(OC)c3)c(-c3ccc(OC)c(OC)c3)nc2c1 | 10% | / | -5% | 3% | 5% | -2 | 74%[activator] | 22% | -4%
C=CCNC(=O)c1c(C(F)(F)F)nn(C)c1Cl | -6% | i | -11% | 44% | 0% | 6 | 42%[activator] | -3% | -13%
CC(=O)N1CCN=C1SCc1c(F)cccc1Cl | 47%[activator] | 2% | -5% | -6%[59 µM] | 2% | 2 | 119%[activator] | 1% | 2%
CC(=O)Nc1ccccc1-c1nc2ccccc2n(CC(=O)c2ccc(Br)cc2)c1=O | -2% | / | / | -11%[59 µM] | -25% | -2 | 24% | 0% | -2%
COc1ccc(-c2cnn3c(C)cc(C)nc23)cc1OC | -11% | -6% | -18% | 0%[59 µM] | 29% | -5 | 69%[activator] | 7% | 1%
COc1cc(CCC(=O)Nc2ncc(C)s2)cc(OC)c1OC | -5% | -2% | -19% | 14% | 3% | 4 | 9% | -6% | -4%
CCOc1ccc(NC(=O)Cc2ccc(-n3c(C)nc4cccnc43)cc2)cc1 | 7% | i | 9% | -1%[59 µM] | -19% | -2 | 33% | 9% | -2%
COc1ccc(-c2nc(N/N=C(\C)c3ccc(O)cc3)c3ccccc3n2)cc1 | ? | -10% | -24% | 5% | -28% | 4 | 20% | 30%[activator] | 8%
CCOC(=O)CNC(=S)n1ncnc1N | ? | -5% | -12% | 8% | ? | 2 | 56%[activator] | -7% | -5%
COc1ccccc1S(=O)(=O)NCc1ccc(C(=O)NC(C)c2ccccn2)cc1 (centres undefined) | -10% | 3% | -1% | -6%[12.7 µM] | -21% | -1 | 16% | -3% | 0%
CC1Cc2nc(SCC(=O)OCc3ccccc3)n(C)c(=O)c2S1 (centres undefined) | -26% | -5% | 2% | ? | -29% | -2 | 16% | 0% | -5%
CN(C)c1ccc(-c2nnc(SCC3CCCO3)n2C)cc1 (centres undefined) | -9% | -4% | 0% | / | 5% | 2 | 19% | 2% | 22%
CCCNC(=O)N(C)C[C@@H]1Oc2cc(C#C[C@H](C)O)ccc2S(=O)(=O)N([C@H](C)CO)C[C@H]1C | / | 1% | -1% | / | / | 8 | / | / | 5%
COc1cc(/C=C(\C#N)c2ccccn2)ccc1OCc1ccc(Cl)cc1 | 13% | -13% | -19% | 2% | 29% | -1 | 73% | 21% | 0%
CC(=O)NC1=NN(C(C)=O)C(C)(c2ccc(Br)cc2)S1 (centres undefined) | -2% | i | -6% | 15% | 2% | -3 | 23% | 3% | -7%
COC(=O)c1[nH]c2cccc(Cl)c2c1NC(=O)CN1CCN(CCO)CC1 | -6% | 7% | -21% | -14% | -2% | 0 | 20% | -1% | 4%
COc1ccc(NC(=O)CSc2nnc(C)c3ccccc23)cc1 | -22% | -1% | -10% | 50µM* | -29% | -4 | 19%[57 µM] | 21% | 2%
Cc1onc(-c2ccccc2)c1C(=O)Nc1nnc(COc2ccc(Cl)cc2)s1 | ? | 6% | -5% | ? | -35% | -10 | ? | 14% | 0%
COc1ccccc1Nc1nccc(N(C)C)c1C#N | 11% | i | -6% | 24% | 35% | -2 | 26% | -8% | 0%
Cc1cc(C)n(-c2ncc3c(n2)N(CCO)CCOC3=O)n1 | -18% | i | -1% | / | 4% | 1 | 21% | 0% | -2%
CCN(CC)S(=O)(=O)c1cccc(C(=O)N[C@H](C(=O)NC2=NCCS2)C(C)C)c1 | -7% | 11% | -13% | / | / | -9 | 5% | -5% | -1%
Nc1c2c(nc3ccn(-c4ccccc4)c(=O)c13)CCCCC2 | -12% | i | 0% | ? | 5% | 7 | 9% | 1% | 0%
CCOC(=O)CSc1nc2ccsc2c(=O)n1C1CCN(C(=O)OCC)CC1 | -2% | i | -9% | -10%[59 µM] | -19% | 4 | 26% | 0% | 3%
CCCN1CCc2nc(N3CCN(c4ncccn4)CC3)ncc2C1 | 89µM* | -2% | -17% | 32µM* | 50µM* | -1 | 26% | -2% | 1%
CCOC(=O)N1CCN(C(=O)c2oc3ccc(S(=O)(=O)N4CCCCC4)cc3c2C)CC1 | -3% | 5% | -8% | 0%[12.7 µM] | 0% | 4 | 27% | 0% | 11%
COc1ccc(-c2nn(-c3ccccc3)cc2CNCc2cccnc2)c(F)c1 | -16% | i | -19% | / | -15% | 3 | 28% | 1% | -13%
